Assay outcomes deposited in PubChem by several laboratories.
L major viab = reduces viability of Leishmania major promastigotes | resazurin fluorescence viability | inhibition, % at 10 µM | hit rate 9% among 200,000 | AID 1063; in the data active = inhibition above about 50%;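 note: promastigotes grown with compound for 44 hours at 28 °C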
TNAP act hiacc = activators of human TNAP at high phosphate acceptor concentration. 200,000 tested, under 10 active. purified TNAP, CDP-star luminescence, 1 M DEA, 30 min; stronger effect = higher value; 0 = EDTA background, 1 = DMSO-only activity. activation factor at 20 µM. AID 1136. P05186;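 active = activation factor at least 2 at 20 µM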
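Dosing: 20 µM single point. System: human TNAP. Amount: TNAP 1/800 final. Incubation: 30 min, room temperature. Read-out: TNAP activation factor scaled between EDTA and DMSO control wells. Signal: luminescence from CDP-star hydrolysis. Medium: 1 M DEA, pH 9.8, Mg2+, Zn2+. Control set: EDTA negative control, DMSO positive control.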
FLuc inh counter = Photinus pyralis luciferase inhibition counter-screen. P08659. ATPLite firefly luciferase biochemical luminescence, 10 min. inhibition, % at 10 µM. hit rate 1.5% among 200,000. AID 1006;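 active = inhibition above about 50% when tested at 10 µM, limit read from the data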
Target sequence (P08659 whole entry, looked up): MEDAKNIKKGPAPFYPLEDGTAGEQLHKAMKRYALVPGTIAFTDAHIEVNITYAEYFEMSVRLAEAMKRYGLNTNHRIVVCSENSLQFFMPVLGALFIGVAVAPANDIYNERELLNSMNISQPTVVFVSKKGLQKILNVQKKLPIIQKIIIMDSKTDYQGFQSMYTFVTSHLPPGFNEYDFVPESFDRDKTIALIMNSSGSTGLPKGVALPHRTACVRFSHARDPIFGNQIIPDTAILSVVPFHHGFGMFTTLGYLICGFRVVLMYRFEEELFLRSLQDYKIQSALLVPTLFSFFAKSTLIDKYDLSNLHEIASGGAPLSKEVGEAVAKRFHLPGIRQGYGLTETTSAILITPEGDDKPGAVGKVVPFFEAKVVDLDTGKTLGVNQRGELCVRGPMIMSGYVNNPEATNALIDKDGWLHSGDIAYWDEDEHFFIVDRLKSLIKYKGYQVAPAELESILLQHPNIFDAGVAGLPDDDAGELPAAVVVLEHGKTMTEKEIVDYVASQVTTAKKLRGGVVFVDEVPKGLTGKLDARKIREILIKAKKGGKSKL
FLuc act counter = affects firefly luciferase, flagging false hits in luciferase stimulation screens; activation factor at 10 µM; 200,000 tested, under 10 active; ATPlite luciferase biochemical, luminescence, 10 min; 0 = ATP-free wells, 1 = DMSO control;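 active = luciferase activation factor, scaled between plate controls, of at least 2 with compound at 10 µM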
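Assay system: Luciferase/luciferin detection reagent, cell-free biochemical luciferase assay / Also added: ATP substrate / Schedule: 10 min at ambient temperature / Measured by: luminescence measurement of luciferase light output / Benchmarks: low control with PBS replacing ATP, high control enzyme plus ATP without compound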
TNAP inh noacc = blocks human TNAP activity with no phosphate acceptor present; P05186; purified TNAP, CDP-star luminescence, 30 min; inhibition, % at 20 µM; hit rate 0.26% among 200,000;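 active = tissue-nonspecific alkaline phosphatase inhibition above about 50% at 20 µM in the single-dose screen, limit read from the data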;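 note: 0% = DMSO negative control and 100% = EDTA positive control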
bIAP inhibitor = intestinal alkaline phosphatase (bovine) inhibition | purified bovine IAP, CDP-star luminescence, 30 min | inhibition, % at 20 µM | 190,000 tested, under 10 active;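 active = over 50% inhibition of intestinal alkaline phosphatase at 20 µM in the single-dose screen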
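System: purified bovine intestinal alkaline phosphatase (IAP) enzyme; Input: IAP diluted 1/65,000,000 in the well; Measured by: CDP-star luminescence signal; Compound dosing: 20 µM single dose; Incubation: 30 min reaction at room temperature.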
TNAP inh hiacc = TNAP (human) inhibition, high acceptor. P05186. purified TNAP, CDP-star luminescence, 1 M DEA. inhibition, % at 20 µM. hit rate 0.03% among 200,000. AID 1135;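 active = over 50% inhibition of tissue-nonspecific alkaline phosphatase at 20 µM in the single-dose screen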;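 note: plate controls were DMSO wells for no effect and EDTA-quenched wells as full inhibition for full effect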
APP 5UTR inh = APP translation inhibition. SH-SY5Y APP 5'UTR-luciferase reporter, luminescence. inhibition, % at 2 µM. hit rate 0.82% among 190,000. AID 1285;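 active = inhibition above a set limit, derived from the sample mean plus 3 SD, cut at about 45% in these data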; note: values of inactives mirror those of a sister screen read the other way
RAM inhibit = inhibitors of the yeast RAM network; S. cerevisiae dse1pr::URA3 reporter, 5-FOA growth OD615, 2 d; analog-sensitive cbk1-as2 kinase mutant strain; AID 868; inhibition, % at 50 µM; hit rate 1.8% among 190,000;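 active = inhibition above a set limit, 3 SD over mean compound inhibition, cut at about 8.4% in these data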;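 note: 0% = DMSO-only wells with no growth and 100% = 10 µM 1-NA-PP1 full growth; inhibition rescues growth on 5-FOA so higher OD means more RAM inhibition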
bIAP act = increases bovine intestinal alkaline phosphatase activity | purified bovine IAP, CDP-star luminescence, 30 min; stronger effect = higher value; fold of DMSO-control signal, blank-subtracted | AID 1016 | hit rate 0.17% among 200,000 | activation factor at 20 µM;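 active = activation factor of 2 or more at 20 µM, a signal rise over negative controls twice the positive control's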
* = called active by the depositor; · = not tested or not shown.

Screens in order – L major viab, TNAP act hiacc, FLuc inh counter, FLuc act counter, TNAP inh noacc, bIAP inhibitor, TNAP inh hiacc, APP 5UTR inh, RAM inhibit, bIAP act
1) O=C(NN=C1CCCC1)c1ccccc1OCc1ccc(Cl)cc1
 : 1, 1, -7, 1.1, -5, 4, 0, -10, 3.8, 1
2) Cc1c(NC(=O)c2cc3nc(-c4ccccc4)cc(C)n3n2)c(=O)n(-c2ccccc2)n1C
 : -1, 1, -6, 1.1, 0, -6, 0, 0, 0.9, 1.1
3) Cc1cc(S(=O)(=O)N2CCN(c3c(C)cccc3C)CC2)ccc1F
 : 4, 1, -2, 1, -4, 20, -2, -3, 10*, 0.8
4) Cc1c(NC(=O)c2nn3c(C(F)(F)F)cc(-c4ccccc4)nc3c2Br)c(=O)n(-c2ccccc2)n1C
 : -1, 1, -3, 1, -1, -8, 1, 8, 8.6*, 1.1
5) CCNC(=S)N/N=C/c1c(Cl)cccc1Cl
 : -4, 1, -4, 1, -5, 12, -5, 7, 2.7, 0.9
6) Cc1cc(C(F)(F)F)nc(NCc2cccnc2)n1
 : -6, 1.1, -3, 1, -14, 13, -6, 5, 1.5, 0.9
7) CC(C)Cn1c(CNC(=O)c2ccccc2)nc2ccccc21
 : 6, 1, -4, 1, -10, 6, -3, -8, 2.2, 0.9
8) COc1ccc(C(=O)NCc2cccnc2)cc1S(=O)(=O)N1CCCc2ccccc21
 : 25, 1, 2, 1, -14, -11, -4, -10, -0.2, 1.1
9) CCN1CCN(C(=O)CSc2cc(=O)n(C)c3ccccc23)CC1
 : 1, 1, -2, 1, -5, -9, 1, -2, 2.1, 1.1
10) CC(/C=N/Nc1nnc(C)c(=O)[nH]1)=C\c1ccccc1
 : 5, 1, 9, 0.9, -10, 2, -3, -37, 5.3, 1
11) CC1(C)C2CCC1(CS(=O)(=O)Nc1ccc(S(=O)(=O)N3CCCCC3)cc1)C(=O)C2 (stereo not given)
 : -4, 1, -6, 1.1, 16, -1, -1, 0, 0.8, 1
12) CCc1ccc(-c2cc(C(=O)NCc3ccco3)c3ccccc3n2)s1
 : 8, 1, 47, 0.5, -2, 6, -1, -23, 8.3, 0.9
13) COc1ccc(NC(=O)COC(=O)CCCN2C(=O)c3ccccc3C2=O)cc1Cl
 : -3, 1.1, -2, 1, -8, 6, -6, 5, 2.2, 0.9
14) CCCS(=O)(=O)N1CCCC(C(=O)NCCN(Cc2ccccc2)C(C)C)C1 (stereo not given)
 : 1, 1.1, -1, 1, -13, 0, -7, ·, -0.5, 1
15) CC(=O)c1cc(-c2ccccc2)n(CC(=O)Nc2cccc(C)c2C)c1C
 : 1, 1.2, -5, 1, -163, 3, -24, 15, -1.1, 1
16) CC(C)c1ccc(C2NC(=S)NC3=C2C(=O)CCC3)cc1 (stereo not given)
 : -3, 1, -5, 1.1, 5, 6, 4, 0, 3.6, 0.9
17) COc1ccc(S(=O)(=O)N2CCCCC2C(=O)O)cc1 (stereo not given)
 : -4, 1, -2, 1, -13, -31, -3, -1, 2.5, 1.3
18) COc1cccc(/C=N/NC(=O)CCCc2ccc(OC)c(C)c2)c1
 : 7, 1, -1, 1, 5, -8, -3, 13, 3.1, 1.1
19) COCCn1c(C)cc(C(=O)CSc2nnc(-c3cccnc3)n2-c2ccccc2F)c1C
 : 2, 1.1, -4, 1, -20, -1, -5, -7, 2.5, 1
20) COc1ccc(NC(=O)COC(=O)c2ccc(OCc3ccc(Cl)cc3Cl)c(OC)c2)c(OC)c1
 : -1, 1, -2, 1, -9, 5, 2, -9, 2.1, 0.9
21) CCOc1cc2nc(-c3ccc(OC)c(OC)c3)nc(N3CC(C)OC(C)C3)c2cc1OC (stereo not given)
 : 3, 1, -4, 1, -6, 0, -2, 7, 0.1, 1
22) Cc1ccc(/C=C/C(=O)c2ccc(N3CCOCC3)cc2)s1
 : -2, 0.9, 94*, 0.1, 2, -6, 7, -106, 3.1, 1.1
23) CC(=O)Nc1ccc(C(=O)NNC(=O)CCc2ccccc2)cc1
 : -6, 1.1, -8, 1.1, -3, -19, -6, -3, 2.3, 1.2
24) Cc1cc(C)n2nc(C(F)(F)F)c(-c3ccccc3)c2n1
 : 4, 1.1, -7, 1.1, -14, 6, -9, 12, 1.4, 0.9
25) O=C(Nc1ccccc1)C1CCCN1C(=O)Nc1ccccc1[N+](=O)[O-] (stereo not given)
 : -1, 1, -5, 1, 0, -15, -2, 0, 3.2, 1.1
26) O=C(CNc1ccccc1OC(F)F)N1CCc2ccccc21
 : 8, 1, 10, 0.9, 3, -2, -2, -92, 3.6, 1
27) CN(Cc1cccnc1)Cc1cn(C)nc1-c1cccc(Cl)c1
 : 1, 1.1, -10, 1.1, -5, -1, -6, 3, 0.0, 1
28) Cc1ccc(-c2csc(NC(=O)c3cccc([N+](=O)[O-])c3C(=O)O)n2)cc1
 : -9, 1, 3, 1, 1, 3, 5, -23, 4.6, 1
29) COc1cccc(CC2(CO)CCCN(Cc3ccc(C)s3)C2)c1 (stereo not given)
 : 67*, 1.1, -6, 1.1, -3, 0, -6, -11, 0.4, 1
30) Cc1ccc(CNc2ccc3c(c2)ncn3C)cc1
 : 60*, 1, 3, 1, 1, 8, -2, -107, -0.8, 0.9

31: COc1ccc(-n2c(SCC(N)=O)nnc2-c2ccc(NS(=O)(=O)c3ccc(C)cc3)cc2)cc1
32: C=CCN1CCN(C(c2cccc(OC)c2OC)c2nnnn2CCC(C)C)CC1 (stereo not given)
33: Nc1nnc(-c2ccccc2)s1
34: COc1ccccc1C(=O)Nc1ccc2c(c1)nc(CN1CCN(C(C)=O)CC1)n2C
35: Cn1c(=O)c2c(nc(NCCO)n2C)n(C)c1=O
36: Cc1ccc(C(=O)C(C)OC(=O)c2cc3cc([N+](=O)[O-])ccc3oc2=O)cc1 (stereo not given)

screen / no.,31,32,33,34,35,36
L major viab,-7,0,-5,7,-3,-5
TNAP act hiacc,1,0.9,1.1,1,1,1
FLuc inh counter,-4,4,-3,1,-2,1
FLuc act counter,1,1,1,1,1,1
TNAP inh noacc,-9,1,-12,-5,-10,2
bIAP inhibitor,0,-21,16,-2,6,16
TNAP inh hiacc,-3,7,-8,4,-3,4
APP 5UTR inh,11,-2,·,-1,-6,-15
RAM inhibit,4.9,0.8,0.0,1.9,0.6,3.7
bIAP act,1,1.2,0.8,1,0.9,0.8

Entries listed above shown as hits in RAM inhibit.
item	compound	TNAP act hiacc	TNAP inh noacc	bIAP inhibitor	TNAP inh hiacc	APP 5UTR inh	RAM inhibit	bIAP act
3	Cc1cc(S(=O)(=O)N2CCN(c3c(C)cccc3C)CC2)ccc1F	1	-4	20	-2	-3	10*	0.8
4	Cc1c(NC(=O)c2nn3c(C(F)(F)F)cc(-c4ccccc4)nc3c2Br)c(=O)n(-c2ccccc2)n1C	1	-1	-8	1	8	8.6*	1.1

Going on with the list.
37: Cc1ccn2cc(C(=O)NCc3ccco3)nc2c1
38: O=[N+]([O-])c1cn(-c2nc(-c3ccco3)cc(C(F)(F)F)n2)cn1
39: O=C(Nc1nc(-c2ccc(Cl)cc2)cs1)NC1CCCCC1
40: COC(=O)C1C2C=CC(C3CC23)C1C(=O)OCC(=O)c1ccccc1 (stereo not given)
41: CC(=O)c1cccc(NC(=O)C2CCCN(S(=O)(=O)c3cccc4cccnc34)C2)c1 (stereo not given)
42: Cc1cc(N2CCN(c3ccccc3)CC2)nc(-c2ccccc2)n1

screen / no.,37,38,39,40,41,42
L major viab,18,1,8,-3,6,11
TNAP act hiacc,1.1,1,0.9,1,1,1
FLuc inh counter,1,0,0,-6,-5,4
FLuc act counter,1,1,1,1.1,1,1
TNAP inh noacc,-13,0,-4,-7,-14,-5
bIAP inhibitor,-6,1,4,6,1,-1
TNAP inh hiacc,-6,2,6,-2,-4,-1
APP 5UTR inh,-10,16,-27,4,-22,8
RAM inhibit,1.1,2.4,3.4,4.8,0.2,0.9
bIAP act,1.1,1,1,0.9,1,1

Random excerpt: 2 compounds from above.
32: C=CCN1CCN(C(c2cccc(OC)c2OC)c2nnnn2CCC(C)C)CC1 (stereo not given)
29: COc1cccc(CC2(CO)CCCN(Cc3ccc(C)s3)C2)c1 (stereo not given)

screen / no.,32,29
L major viab,0,67*
TNAP act hiacc,0.9,1.1
FLuc inh counter,4,-6
FLuc act counter,1,1.1
TNAP inh noacc,1,-3
bIAP inhibitor,-21,0
TNAP inh hiacc,7,-6
APP 5UTR inh,-2,-11
RAM inhibit,0.8,0.4
bIAP act,1.2,1

Later entries:
43: COC(=O)Cc1c(C(=O)OC)nnn1-c1cccc(C(F)(F)F)c1
44: O=C(Nc1cccc2ccccc12)c1nn(C23CC4CC(CC(C4)C2)C3)cc1[N+](=O)[O-]
45: Cc1ccc(N=Nc2c(C)[nH]n(C(N)=S)c2=O)cc1C
46: Cc1c(NC(=O)c2ccc3c(c2)OCO3)c(=O)n(-c2ccccc2)n1C
47: CCO[C@@H]1OC(C(=O)Nc2ccccc2)=C[C@H](C2CC2)[C@H]1CCCO
48: N#C/C(=C\Nc1ccccc1O)c1nc2ccccc2o1
49: CCc1ccccc1NC(=O)NC1CC2CCC(C1)N2Cc1cccs1 (stereo not given)

screen / no.,43,44,45,46,47,48,49
L major viab,-2,81*,30,-4,4,79*,76*
TNAP act hiacc,1,1.1,0.9,1,1,0.9,1.1
FLuc inh counter,2,-4,33,-1,-2,2,-7
FLuc act counter,1,1,0.7,1,1,1,1.1
TNAP inh noacc,2,-6,-7,-10,-2,-158,-22
bIAP inhibitor,-1,10,-2,4,4,43,-17
TNAP inh hiacc,4,-6,7,-2,-3,7,-8
APP 5UTR inh,-2,-6,-96,2,-14,-26,-6
RAM inhibit,0.7,4.4,1.3,0.7,0.9,5.6,-0.3
bIAP act,1,0.9,1,1,1,0.6,1.2

Look-ups from the entries so far.
entry 43 in TNAP act hiacc has 1
entry 48 in TNAP act hiacc has 0.9
